# Bioassay records (PubChem BioAssay)
# p-CIP stab down – lowers stability of the mouse p/CIP coactivator protein | Q05BA5 | 0.01% of 290,000 active | F442A p/CIP-EGFP cells, EGFP fluorescence, 16 h | decrease of EGFP signal, % at 10 µM | AID 1984;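 active means EGFP signal decrease of at least 30% at 10 µM or well 3 SD below plate mean, unless failing retest; inactive means the rest, including hits failing retest or dose response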; further: some compounds called inactive have numbers as strong as hits; many of its hits are not listed in these tables
# IDE act – boosts human insulin-degrading enzyme activity in HEK cells | P14735 | FAbeta-B cleavage, fluorescence polarization; 0% vehicle, 100% cell-free pure enzyme wells | 0.073% of 340,000 active | activation, % at 5.96 µM | AID 493087;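 active means activation above the mean of all tested compounds plus 3 SD, set per screening campaign, cut at about 17% in these data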
# Target sequence (P14735 whole entry, looked up): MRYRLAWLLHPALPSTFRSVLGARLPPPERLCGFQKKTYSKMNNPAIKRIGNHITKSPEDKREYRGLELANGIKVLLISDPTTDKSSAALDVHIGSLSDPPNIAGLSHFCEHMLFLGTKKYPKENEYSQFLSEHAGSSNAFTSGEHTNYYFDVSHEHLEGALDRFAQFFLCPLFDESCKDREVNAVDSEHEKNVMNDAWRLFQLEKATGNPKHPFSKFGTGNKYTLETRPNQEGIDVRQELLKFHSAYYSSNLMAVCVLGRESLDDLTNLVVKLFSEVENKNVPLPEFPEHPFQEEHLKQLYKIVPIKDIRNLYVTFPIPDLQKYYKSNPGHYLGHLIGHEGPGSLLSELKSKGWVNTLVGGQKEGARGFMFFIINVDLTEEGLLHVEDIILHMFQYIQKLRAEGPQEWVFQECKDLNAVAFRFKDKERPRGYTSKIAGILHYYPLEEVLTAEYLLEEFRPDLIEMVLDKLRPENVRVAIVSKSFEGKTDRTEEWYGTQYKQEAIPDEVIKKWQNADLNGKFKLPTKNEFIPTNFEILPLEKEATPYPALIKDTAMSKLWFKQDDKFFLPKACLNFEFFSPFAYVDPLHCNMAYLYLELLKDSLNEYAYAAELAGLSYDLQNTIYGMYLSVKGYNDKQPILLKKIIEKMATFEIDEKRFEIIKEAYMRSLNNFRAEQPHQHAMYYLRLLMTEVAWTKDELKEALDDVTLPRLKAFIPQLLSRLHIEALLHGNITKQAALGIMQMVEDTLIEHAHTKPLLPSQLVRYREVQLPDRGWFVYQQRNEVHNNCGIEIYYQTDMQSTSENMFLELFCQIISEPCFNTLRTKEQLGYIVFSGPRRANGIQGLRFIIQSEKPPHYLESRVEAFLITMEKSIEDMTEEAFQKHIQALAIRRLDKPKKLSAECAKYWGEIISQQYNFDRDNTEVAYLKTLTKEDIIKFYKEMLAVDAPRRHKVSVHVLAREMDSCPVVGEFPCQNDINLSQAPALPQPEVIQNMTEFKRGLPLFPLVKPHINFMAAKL
# IDE cell inh – inhibits human insulin-degrading enzyme in HEK cells; P14735; FAbetaB cleavage, fluorescence polarization; inhibition, % at 5.59 µM; 0.41% of 320,000 active; AID 434962;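 active means percent inhibition above the average of all tested compounds plus 3 SD, set per screening campaign, cut at about 16% in these data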;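 further: IDE supplied by intact live HEK cells; FP after avidin binding of uncleaved biotin substrate so inhibition keeps polarization high; 0% = DMSO wells and 100% = 60 µM reference IDE inhibitor Ii1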
# HCV NS3 hel inh – blocks Hepatitis C virus NS3 helicase unwinding | NS3 helicase DNA unwinding, Cy5 molecular beacon fluorescence | inhibition, % at 10.9 µM | 0.56% of 290,000 active | AID 1800;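 active means inhibition above the mean of all tested compounds plus 3 SD, set per campaign, cut at about 35% in these data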;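 further: 0% = DMSO wells and 100% = thioflavine S control wells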
#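 System: HCV NS3 helicase fragment; control set: DMSO and thioflavine S; technique: Cy5 fluorescence at 0 and 60 min, beacon hairpin quenching; reagent: beacon DNA duplex substrate plus ATP; replicates: singlicate; schedule: 1 h reaction at 25 °C, ATP-initiated; medium: MOPS buffer pH 6.5 with MgCl2, DTT, Tween20, BSA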
# SUMO HTRF inh – SUMOylation inhibition; inhibition, % at 35 µM; HTRF SUMOylation assay, SAE1/SAE2 + UBC9, in vitro; 0.36% of 290,000 active; in the data active means inhibition above about 50%, passing the limit was not always enough; further: strong numbers were not always called active
# IMP-1 inh – inhibitors of Pseudomonas aeruginosa IMP-1 metallo-beta-lactamase; purified IMP-1, nitrocefin hydrolysis, epi-absorbance fluorescence; 0.45% of 290,000 active; inhibition, % at 5.6 µM;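 active means inhibition above the mean plus 3 SD of all compounds in the same screening run, cut at about 4.5% in these data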;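 further: 0% = IMP-1 with DMSO and 100% = DMSO wells lacking enzyme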
#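 system = purified recombinant IMP-1 beta-lactamase | amount = 0.2 nM IMP-1, as dispensed | medium = HEPES buffer pH 7.1 with ZnSO4 and Brij 35 | times = 25 °C, 15 min preincubation, 25 min reaction | detection = plate fluorescence quenching by hydrolysis product, ex 480/em 530 nm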
# FID counter – counter-screen for HCV NS3 helicase inhibitors: DNA intercalator displacement. DNA fluorescent intercalator displacement, fluorescence. inhibition, % at 7.9 µM. 0.17% of 290,000 active. AID 1845; in the data active means inhibition above about 37%;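 further: 0% = vehicle and 100% = reference compound; higher means more ethidium bromide displaced from hairpin DNA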
# PfM18AAP inh – blocks P. falciparum M18 aspartyl aminopeptidase; recombinant PfM18AAP, H-Glu-NHMec fluorogenic cleavage; inhibition, % at 7.35 µM; 1.2% of 290,000 active; AID 1822;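 active means inhibition above the campaign mean inhibition over all tested compounds plus 3 SD, cut at about 28% in these data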;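 further: 0% = plate median of test compound wells and 100% = 2 mM ZnCl2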
# VIM-2 inhibitor – inhibitors of Pseudomonas aeruginosa VIM-2 metallo-beta-lactamase. AID 1527. 0.89% of 290,000 active. inhibition, % at 5.6 µM. purified VIM-2, nitrocefin hydrolysis, epi-absorbance fluorescence;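 active means inhibition above the mean of all tested compounds plus 3 SD, cutoff set per screening run, cut at about 7.5% in these data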;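 further: red hydrolysis product quenches plate fluorescence so inhibitors raise well fluorescence; 0% = enzyme with DMSO and 100% = DMSO without enzyme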
# Numbers without * were called inactive; . = no result given.
SMILES,p-CIP stab down,IDE act,IDE cell inh,HCV NS3 hel inh,SUMO HTRF inh,IMP-1 inh,FID counter,PfM18AAP inh,VIM-2 inhibitor
O=C(CSc1oc(-c2ccc(F)cc2)nc1S(=O)(=O)c1ccc(F)cc1)NCC1CCCO1 (stereo unspecified),-16,4,1,-3,16,-1.9,-2,-15,1.4
Cc1nc(OCC(=O)c2ccc(Cl)cc2)c(C#N)c2c1COC(C)(C)C2,3,2,6,0,0,-3.1,-6,-6,-6.2
FC(F)(F)c1cc(-c2cccs2)nc(N2CCOCC2)n1,-8,-4,-3,-2,-3,-2.1,-3,1,0.6
CCc1c(C)sc(NC(=O)/C=C/C(=O)O)c1C(N)=O,16,6,0,20,19,-1.2,-4,34*,-0.2
O=C(NNC(=O)c1ccccc1Cl)c1cccnc1,0,0,-3,12,-4,-0.7,-8,-2,1.1
CSCC(=O)Nc1cc(C)on1,-10,3,-12,8,9,-0.7,0,-1,-1.6
CCCn1c(N2CCOCC2)nc2c1c(=O)[nH]c(=O)n2C,0,5,-2,9,-3,-3.2,-3,-1,-2.3
O=C(Cc1cccs1)Nc1cccc(C(=O)Nc2ccco2)c1,3,3,-4,-1,11,-2.5,-5,1,-0.1
Oc1ccc(/C=N/NC(=S)N2CCOCC2)cc1,-12,3,-10,-5,5,-4.6,1,33*,-1.8
Oc1ccccc1CNCCCN1CCOCC1,3,7,1,6,4,0.9,5,-4,-0.4
Cc1cccc(Cn2c(N3CCc4ccccc4C3)nc3c2c(=O)[nH]c(=O)n3C)c1,-12,1,4,4,31,-2.7,-1,0,-2.2
CN(C)S(=O)(=O)c1ccc(NC(=O)N2CCN(c3ccccc3Cl)CC2)cc1,-7,-2,9,-3,-16,-1.7,0,3,0.4
O=C(Nc1ccc(C(=O)NCc2ccccc2Cl)cc1)C1=CSCCO1,-4,-2,0,17,9,1.8,-23,3,1.4
CCn1c(=O)c(=O)n(CC)c2cc(S(=O)(=O)N3CCc4ccccc43)ccc21,0,-5,8,-9,9,-2.5,-17,0,1.1
COc1cccc(CN2CC(C(=O)NCC3CCOCC3)CCC2=O)c1 (stereo unspecified),-5,-1,1,-5,2,-3.6,-8,-1,-3.9
Clc1ccc(C2CC(c3ccco3)n3ncnc3N2)cc1Cl (stereo unspecified),4,-4,-4,-7,-14,-1.9,-17,0,-1.5
COc1ccc(OC)c(CNS(=O)(=O)c2c(C)nc3scc(C)n3c2=O)c1,10,6,5,10,10,-0.9,-7,0,0.2
CC(C)C[C@H]1C(=O)N2CCC[C@H]2[C@]2(O)O[C@](NC(=O)[C@@H]3C=C4c5cccc6[nH]c(Br)c(c56)CC4N(C)C3)(C(C)C)C(=O)N12 (stereo partly specified),-7,5,3,-4,8,-1.7,1,3,1.2
CCC/C=C(\CCC)C(NS(=O)(=O)c1ccc(C(F)(F)F)cc1)c1ccccc1 (stereo unspecified),-7,.,-1,5,-32,-3.8,-9,0,-2.3
CCCNS(=O)(=O)c1cc2c3c(c1)CCN3C(=O)CC2,-1,5,2,3,8,-3.0,-2,-1,-2.8
COc1cc(NC2c3ccccc3C(=O)N2c2cc(C)ccn2)cc(OC)c1OC (stereo unspecified),3,2,8,-3,9,-4.6,-17,7,-1.7
COc1ccc(OC)c(C2N(c3ccccn3)C(=O)C3CCCN32)c1 (stereo unspecified),0,5,7,-7,5,-4.3,1,-14,-4.3
CC(C)C(NS(=O)(=O)c1cccc2nsnc12)C(=O)Nc1nc2ccc(Cl)cc2s1 (stereo unspecified),-2,7,-3,6,-2,-4.8,0,6,-5.8
CCN(CC)S(=O)(=O)c1ccc(N2CCOCC2)c(NS(=O)(=O)c2ccc(OC)cc2)c1,2,2,-4,-2,23,-4.5,-14,-6,-2.4
CCOC(=O)CSc1nc2c(sc(=S)n2CCc2ccccc2)c(=O)n1Cc1ccco1,-3,2,1,23,19,3.9,2,10,0.3
CCOC(=O)c1c(C)c(C(=O)NCc2ccc3c(c2)OCO3)c(C)n1C,-10,2,6,7,5,-3.8,-16,8,-1.9
O=S(=O)(NCc1ccccn1)c1ccc2c(c1)OCCO2,-3,4,6,0,-4,-0.2,-2,0,-1.4
COc1ccc(CCC(=O)NC2CCCN(Cc3ccc(Cl)cc3)C2)cc1OC (stereo unspecified),-14,5,-2,-1,0,-2.3,-1,-2,-0.1
COc1ccc(-c2cc(C(F)F)n3ncc(C(=O)NCC4CCCO4)c3n2)cc1 (stereo unspecified),8,7,-6,2,13,-7.4,-16,-11,3.1
O=C(/C=C/c1ccco1)Nc1ccc(Oc2ccc(Cl)cc2)cc1,-12,-1,4,8,20,0.7,-2,-26,1.2
CCCCn1c(N)c(Sc2ccc([N+](=O)[O-])cc2)c(=O)[nH]c1=O,-22,5,1,-11,18,-1.7,-4,-10,0.7
N#Cc1c(-c2ccco2)cc(-c2ccc(F)cc2)nc1N,-9,-1,3,24,32,-1.8,-15,0,-0.3
Clc1ccc(NCc2cccnc2)c(Cl)c1,-8,3,0,-13,-7,-1.7,-8,4,-0.4
CCOCCCn1c(SCC(=O)Nc2ccc(OC)cc2)nc2ccccc2c1=O,25,2,3,12,13,-3.3,-33,-4,-3.2
COc1ccc(-n2cnnc2SC(C)C(=O)Nc2cccc([N+](=O)[O-])c2)cc1 (stereo unspecified),2,5,-3,2,0,-4.1,2,-2,-1.6
Cc1ccc(NC(=O)Cn2c(=O)oc3ccccc32)cc1Cl,5,3,8,9,14,-3.8,-1,-4,-1.9
COc1cccc(C(=O)Nc2cnc(NC(=O)c3ccco3)cc2C)c1,8,1,1,4,8,-1.0,-10,-5,-3.7
FC(F)(F)c1cc(C(F)(F)F)c2ccc(N/N=C/c3ccccc3)nc2n1,3,2,3,3,14,-3.8,-1,-8,-4.2
CCC1Sc2ccc(S(=O)(=O)CCC(=O)NCc3ccc(C)o3)cc2NC1=O (stereo unspecified),-4,-3,-1,9,.,-2.2,-32,2,-3.2
O=C(c1cccs1)N1CCN(c2ccc(F)cc2)CC1,-4,1,6,-2,0,-2.5,-10,-1,-3.4
CN(C1CCCCC1)S(=O)(=O)c1ccc(NC(=O)C2CCCCC2)cc1,-9,-1,1,-8,-12,-4.5,-24,4,-2.2
O=C(N/N=C/c1ccc(-c2ccccc2C(=O)O)o1)c1cccs1,-8,-6,-4,10,4,-2.8,-3,13,-4.5
Cc1ccc(C(=O)O)cc1S(=O)(=O)N1CCSCC1,-5,-6,0,3,23,0.3,0,-5,-0.7
O=C(COc1ccc2c3c(c(=O)oc2c1)CCC3)NCc1cccnc1,-4,4,1,5,11,-3.2,-32,4,17*
NS(=O)(=O)c1ccc(CCNC(=O)CN2CCN(c3ccccc3F)CC2)cc1,-8,5,0,-2,18,-4.0,-2,2,-0.9
O=c1cc(CSc2ccccc2)[nH]c2ccccc12,-15,-3,5,-3,-2,-2.3,-6,2,-1.4
Cc1cccn2cc(CNC(=O)c3ccco3)nc12,-2,7,3,1,23,-4.9,-4,1,-0.5
CCOC(=O)C1=C(C)N(CCO)C(=O)NC1c1ccccc1 (stereo unspecified),-2,8,3,4,34,-3.5,-4,2,-4.1
CN1C(C(=O)N2CCc3ccccc3C2)=CC(c2ccc(F)cc2)=NS1(=O)=O,-7,0,-3,-5,20,-1.3,-24,-5,-3.0
Cc1cccc(Oc2ccc(NC(=O)c3ccccc3C(=O)O)cc2)c1C,2,0,-1,9,19,-2.1,-1,8,1.1
Cc1nnc(SCC(=O)NC2CC2)n1CC1CCCO1 (stereo unspecified),-12,1,-3,-3,5,0.8,1,0,0.3
Cc1cccc(C(=O)Nc2cccnc2Cl)c1,1,3,-3,8,-7,0.4,-8,0,1.2
COC(=O)c1sccc1NC(=O)c1cccs1,-14,.,2,1,-11,-3.1,0,-3,-2.4
C=CCON1C(=O)c2ccccc2C1=O,-4,5,-2,-4,20,-3.0,-4,3,-1.7
Clc1cccc(C[n+]2cc(-c3ccccc3)n3c2CCC3)c1,-42,-4,-3,-16,9,-2.7,5,3,1.0
CSCC[C@H](NC(=O)[C@H](Cc1ccccc1)n1c(=O)[nH]c2ccccc2c1=O)C(=O)N1CCC(C(=O)O)CC1,-4,2,-6,6,-6,-2.4,-30,4,-1.7
COc1ccccc1NC(=O)c1ccc(COc2ccc3c(c2)CCC3)cc1,5,-1,-3,-2,-11,-0.9,-2,-1,-1.1
O=C1CC(NCc2ccc3c(c2)OCO3)C(=O)N1Cc1ccc2c(c1)OCO2 (stereo unspecified),-8,1,0,-3,26,-1.7,-11,-25,-3.9
CN1C(=O)S/C(=C/c2ccccc2OCc2ccc(C(=O)O)cc2)C1=O,-8,3,3,19,13,-4.2,-32,6,-2.1
Cc1ccc2c(c1)cc1c(=O)n(CC(=O)N3CCCC3)nc(C)n12,2,-1,2,-1,.,-3.2,-18,-1,-2.3
# More results follow.
SMILES,p-CIP stab down,IDE act,IDE cell inh,HCV NS3 hel inh,SUMO HTRF inh,IMP-1 inh,FID counter,PfM18AAP inh,VIM-2 inhibitor
CCOC(=O)c1sc(Nc2ccccc2)nc1C,3,4,7,2,2,-4.7,-13,-10,-1.9
O=C(CN(C(=O)Cn1nnc(-c2ccc(F)cc2)n1)c1cnc2ccccc2c1)NCC1CCCO1 (stereo unspecified),-23,-2,6,9,16,-1.9,-15,3,-4.2
CCN(Cc1ccccc1)C(=O)CCS(=O)(=O)c1ccc2c(c1)n(C)c(=O)c(=O)n2C,0,8,4,-2,12,-1.0,-16,-3,-0.8
Cc1coc2c(C)c3oc(=O)c(CCC(=O)NCCCN4CCOCC4)c(C)c3cc12,1,1,-3,-37,20,-0.9,7,0,11*
CCOC(=O)c1ccc(NC(=S)NCc2ccccc2)cc1,1,-1,3,1,-3,-1.4,-7,3,-1.2
COc1ccc(C)cc1N(CC(=O)N1CCCCCC1)S(=O)(=O)c1ccccc1,16,3,3,10,5,-0.7,-26,3,-1.9
Cc1ccc(C(C(=O)NC2CCCC2)N(CCCO)C(=O)Cn2nnc(-c3ccc(C)o3)n2)cc1 (stereo unspecified),-6,5,-7,-4,4,-1.2,-43,-9,-2.2
CCOc1ccccc1-c1nc(C(N)=O)c2[nH]c(=O)n(-c3ccc(F)cc3)c2n1,-22,7,0,1,1,-3.6,-6,6,-2.4
CC(C)[C@H](NC(=O)c1ccccc1)C(=O)OCc1nnc(-c2ccccc2)o1,5,.,-4,-1,-24,-3.3,-20,0,-4.1

# Rewritten with values under each structure: 3 of the compounds above.
# Every second line gives: p-CIP stab down	IDE act	IDE cell inh	HCV NS3 hel inh	SUMO HTRF inh	IMP-1 inh	FID counter	PfM18AAP inh	VIM-2 inhibitor
CCN(Cc1ccccc1)C(=O)CCS(=O)(=O)c1ccc2c(c1)n(C)c(=O)c(=O)n2C
→ 0	8	4	-2	12	-1.0	-16	-3	-0.8
Cc1coc2c(C)c3oc(=O)c(CCC(=O)NCCCN4CCOCC4)c(C)c3cc12
→ 1	1	-3	-37	20	-0.9	7	0	11*
CCOC(=O)c1ccc(NC(=S)NCc2ccccc2)cc1
→ 1	-1	3	1	-3	-1.4	-7	3	-1.2
